Shn3 3UTR inh: Schnurri-3 reporter inhibition in Clone20 osteoblasts. Clone20 osteoblast Shn3 3'UTR firefly luciferase, 24 h. inhibition, % at 12.5 µM. hit rate 0.52% among 360,000;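 active means mean inhibition of at least 75% with every replicate also reaching 75%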;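 further: 0% = median of neutral control wells and 100% = pilot-screen positive control compound; some compounds past the cut are filed as inactive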
CF NFkB inh: blocks PAF-induced NF-kB reporter in cystic fibrosis cells | hit rate 0.86% among 360,000 | AID 588850 | KKLEB NF-kB-GFP reporter, GFP fluorescence overnight | inhibition, % at 5 µM;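 active means at least 50% inhibition at 5 µM, scaled per plate between neutral and stimulator controls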;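 further: PAF is a Pseudomonas aeruginosa culture filtrate used as stimulus; plate controls were PAF-stimulated DMSO wells for no effect and unstimulated DMSO wells for full effect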
SRC1 inh: human NCOA1 inhibition; Q15788; HEK293 GAL4-SRC1 luciferase reporter, luminescence; hit rate 0.12% among 360,000; inhibition, % at 3.6 µM;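 active means inhibition above the campaign mean plus 3 SD, with each screening campaign given its own cutoff, cut at about 60% in these data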;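 further: 0% = DMSO treated cells and 100% = gossypol at 36 µM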
Target sequence (Q15788 whole entry, looked up, the tested form may be a part): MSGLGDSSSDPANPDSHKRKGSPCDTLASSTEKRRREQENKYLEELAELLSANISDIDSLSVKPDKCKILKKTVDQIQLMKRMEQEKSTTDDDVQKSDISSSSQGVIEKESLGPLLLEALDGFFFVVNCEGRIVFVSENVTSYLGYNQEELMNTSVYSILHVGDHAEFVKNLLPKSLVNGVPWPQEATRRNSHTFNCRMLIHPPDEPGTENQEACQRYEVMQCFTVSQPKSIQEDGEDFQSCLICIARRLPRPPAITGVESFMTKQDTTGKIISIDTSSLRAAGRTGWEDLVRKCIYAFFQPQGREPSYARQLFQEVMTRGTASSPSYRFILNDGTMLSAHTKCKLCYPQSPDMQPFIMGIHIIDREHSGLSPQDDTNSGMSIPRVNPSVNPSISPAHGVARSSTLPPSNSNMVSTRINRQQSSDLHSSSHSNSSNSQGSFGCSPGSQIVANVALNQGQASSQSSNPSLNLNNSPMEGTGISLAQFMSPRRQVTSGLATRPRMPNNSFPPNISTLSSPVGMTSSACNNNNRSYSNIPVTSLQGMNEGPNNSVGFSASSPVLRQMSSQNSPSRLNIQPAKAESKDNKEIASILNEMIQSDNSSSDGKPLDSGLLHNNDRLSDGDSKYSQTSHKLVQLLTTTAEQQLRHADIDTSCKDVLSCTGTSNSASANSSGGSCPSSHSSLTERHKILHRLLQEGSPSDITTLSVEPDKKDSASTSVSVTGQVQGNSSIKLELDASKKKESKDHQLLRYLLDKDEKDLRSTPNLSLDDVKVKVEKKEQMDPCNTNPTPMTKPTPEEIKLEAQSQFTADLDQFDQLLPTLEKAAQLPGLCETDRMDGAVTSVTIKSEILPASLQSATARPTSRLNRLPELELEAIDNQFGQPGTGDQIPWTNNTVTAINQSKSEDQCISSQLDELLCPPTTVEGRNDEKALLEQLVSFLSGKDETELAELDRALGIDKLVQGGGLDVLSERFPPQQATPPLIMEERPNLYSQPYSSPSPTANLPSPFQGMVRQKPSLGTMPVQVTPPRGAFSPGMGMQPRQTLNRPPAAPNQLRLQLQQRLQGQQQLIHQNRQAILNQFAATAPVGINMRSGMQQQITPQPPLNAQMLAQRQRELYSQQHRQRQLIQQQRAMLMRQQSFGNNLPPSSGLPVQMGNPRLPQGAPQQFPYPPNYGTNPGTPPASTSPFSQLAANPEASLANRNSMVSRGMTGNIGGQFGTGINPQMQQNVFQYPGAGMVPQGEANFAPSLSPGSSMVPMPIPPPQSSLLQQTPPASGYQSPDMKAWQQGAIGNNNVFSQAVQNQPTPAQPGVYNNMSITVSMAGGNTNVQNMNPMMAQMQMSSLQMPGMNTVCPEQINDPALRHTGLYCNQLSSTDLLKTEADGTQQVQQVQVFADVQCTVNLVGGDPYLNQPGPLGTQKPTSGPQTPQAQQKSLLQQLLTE
LMP1 NFkB inh: Epstein-Barr LMP1 NF-kappaB reporter inhibition | LMP1-induced NF-kappaB luciferase reporter cells, luminescence | inhibition, % at 12.5 µM | hit rate 0.69% among 350,000; in the data active means inhibition above about 41%;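 further: 0% = neutral control wells and 100% = reference inhibitor control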
TWEAK-Fn14 inh: inhibitors of TWEAK-Fn14 interaction signaling. inhibition, % at 10 µM. hit rate 2% among 360,000. TWEAK-stimulated Fn14 reporter cells, luciferase luminescence, 8 h; in the data active means inhibition above about 50%
COUP-TFII inh: blocks human COUP-TFII nuclear receptor | AID 686940 | HEK293T NGFI-A luciferase reporter, luminescence | inhibition, % at 8.6 µM | hit rate 0.7% among 370,000 | P24468;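 active means inhibition above a per-plate cutoff, mean inhibition of test wells between control levels plus 3 SD, cut at about 38% in these data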;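 further: cells cotransfected with COUP-TFII expression vector driving the NGFI-A reporter; 0% = median of COUP-TF2 test wells and 100% = reporter-only cells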
TRAIL sens C8: caspase-8 TRAIL sensitization | NB7+C8 cells + TRAIL, ATPlite viability luminescence | inhibition (viability loss, TRAIL sensitization), % at 10 µM | hit rate 1% among 360,000;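 active means compounds causing at least 50% loss of cell viability in the single-dose screen, relative to plate controls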
TROY NFkB inh: TROY signaling inhibition; Q293 LMP1-TROYcd NF-kB luciferase reporter, 4 h; hit rate 0.98% among 360,000; AID 1347056; inhibition, % at 10 µM;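 active means compounds whose plate-normalised and pattern-corrected inhibition of the luciferase reporter signal at the single screening dose is 50% or more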
KKLEB cytotox: reduces viability of KKLEB cystic fibrosis airway cells | KKLEB CF airway cells viability, ATPlite luminescence, overnight; active compounds read low; cells stimulated with P. aeruginosa culture filtrate | activity change (cytotoxicity), % at 5 µM | hit rate 0.36% among 360,000;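 active means corrected activity change at or below -50% at 5 µM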
SRC3 inh: inhibitors of human steroid receptor coactivator 3 (SRC3). Q9Y6Q9. HEK293 GAL4-SRC3 luciferase reporter, luminescence. inhibition, % at 3.6 µM. hit rate 0.17% among 360,000;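 active means inhibition above a per-campaign cutoff, the mean of all compounds plus 3 SD, cut at about 60% in these data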;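 further: 0% = DMSO-treated cells and 100% = gossypol-treated cells at 36 µM; higher means less SRC3-driven luciferase light from the GAL4 reporter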
LRH-1 inv ag: suppresses constitutive activity of human LRH-1; O00482; hit rate 0.13% among 360,000; AID 602396; inhibition, % at 3.6 µM; HEK293T StAR-luciferase reporter, LRH-1 transfected, 24 h;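 active means inhibition above the mean inhibition of all tested compounds plus 3 SD, cut at about 73% in these data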;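 further: 0% = DMSO wells and 100% = reporter-only cells lacking LRH-1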
* marks the source's active call; other numbers are inactive results; · = no result given. A portion of the library; rates above refer to the full screens.

cpd	SMILES	Shn3 3UTR inh	CF NFkB inh	SRC1 inh	LMP1 NFkB inh	TWEAK-Fn14 inh	COUP-TFII inh	TRAIL sens C8	TROY NFkB inh	KKLEB cytotox	SRC3 inh	LRH-1 inv ag
1	COc1ccc(S(=O)(=O)NCCS(=O)(=O)N2CCN(c3ccccc3)CC2)cc1	-1.5	2.7	-0.6	0.1	-19.7	-12.5	-2.2	7.5	0.1	-14.1	-15.5
2	Cc1cc(C)cc(SCc2noc(C(=O)NC(C)C)c2C(=O)O)c1	-7.8	-9.3	8.3	-13.9	-47.8	-7.2	9.3	2.9	13.2	-3.5	-24.0
3	O=C(CNC(=O)c1ccccc1F)NCCc1ccc(Cl)cc1	-0.8	5.5	0.6	-5.9	-40.2	-3.0	-6.9	-52.8	4.2	2.6	-2.9
4	CC1CCc2sc3ncnc(N4CCOCC4)c3c2C1 (stereo not drawn)	19.4	50.8*	22.2	7.4	23.5	12.2	-4.5	31.7	-19.7	37.1	15.0
5	O=C(COc1ccc2ccccc2c1)N/N=C/c1ccccn1	-2.1	-8.9	-0.3	7.7	-7.4	-0.7	0.5	-0.4	-3.0	0.8	-7.7
6	Cc1c(-c2ccc(Br)cc2)[n+](=O)c2c(n1[O-])CCCCC2	-21.4	-0.8	-7.8	-4.9	-1.9	-12.1	-8.6	-31.5	-1.5	3.4	-1.8
7	CCCCn1c(SCC(=O)Nc2cc(C)on2)nc2ccsc2c1=O	39.5	-2.8	-1.5	-2.4	-16.9	-1.9	9.7	9.6	15.2	8.5	-9.0
8	Cc1ccccc1NC(=S)N1CCCC(c2nc3ccccc3[nH]2)C1 (stereo not drawn)	-33.5	2.8	-6.0	-42.8	39.9	-12.7	-6.5	32.0	-29.7	8.2	-0.6
9	Cc1ccc(S(=O)(=O)NC(=O)Nc2cc(C)ccc2F)cc1	11.6	-7.9	17.6	-1.7	-16.3	-18.2	-17.5	-8.0	-8.7	17.4	-0.9
10	CC(C)N(c1nnc(N)s1)C(C)C	5.4	-6.5	-1.6	1.0	3.2	0.2	0.7	10.5	1.1	5.7	-4.7
11	COc1ccc([C@H]2N[C@]3(CCCN(Cc4ccc(F)cc4)C3=O)[C@H]3C(=O)N(Cc4ccccc4)C(=O)[C@@H]23)cc1	11.9	5.4	2.0	10.7	7.1	-8.6	-9.8	-13.1	-4.0	-18.7	-4.5
12	CC(=O)NCC(c1cccs1)S(=O)(=O)c1ccc(F)cc1 (stereo not drawn)	1.1	1.1	16.5	-1.8	-1.1	3.4	-16.0	4.0	11.1	4.2	-14.9
13	CC1(c2nnnn2-c2ccc3c(c2)OCCO3)CCC(=O)N1CCCn1ccnc1 (stereo not drawn)	·	·	·	·	6.4	5.6	-6.1	-1.2	·	·	19.5
14	CCCCN(Cc1ccccc1)C(=O)C1CCCN(S(=O)(=O)c2cnc[nH]2)C1 (stereo not drawn)	11.2	-7.0	-14.5	-7.2	-5.2	4.7	1.7	-3.3	-5.2	4.9	11.8
15	CN(CC(=O)NC(=O)NCc1ccco1)Cc1nc2ccccc2c(=O)[nH]1	13.3	13.2	-3.0	-0.5	2.2	15.3	-21.3	13.8	2.6	3.7	12.9
16	Cn1c(=O)[nH]c2c(Cl)nccc21	5.6	12.1	9.0	10.1	-8.8	8.2	-2.9	10.3	-3.1	19.5	15.3
17	Cc1c(NC(=O)CSc2nccn2C)c(=O)n(-c2ccccc2)n1C	16.8	6.4	6.4	-2.3	2.5	6.9	-14.1	10.8	-1.5	11.0	-6.4
18	CCOC(=O)C1=C(CC)Nc2ccccc2N=C1NC(=O)c1ccc(S(=O)(=O)N2CCOCC2)cc1	7.4	9.6	-3.4	8.4	0.6	24.3	4.5	12.5	-7.1	3.7	2.9
19	Cc1cccc(NC(=S)NNC(=O)Cc2ccccc2)c1	0.9	3.0	-6.4	2.1	-0.5	4.8	1.7	2.0	-10.9	10.8	2.1
20	Cc1cc(F)ccc1-c1cc(C(=O)N2CCN(c3ccncc3)CC2)[nH]n1	-2.6	10.5	-4.3	·	8.3	13.1	8.4	-3.9	-15.3	-15.7	13.4
21	Cc1ccc(C)c(OC(=O)c2cncc(Br)c2)c1	9.6	6.3	-1.6	-7.2	4.9	15.6	16.5	10.9	7.7	13.7	0.9
22	CCCCN(C(=O)/C=C/c1ccco1)c1c(N)n(CCC)c(=O)[nH]c1=O	-22.7	4.6	-0.2	11.3	9.4	-3.2	-6.4	-3.0	-13.6	-2.3	5.3
23	CCc1nnc(NS(=O)(=O)c2ccc(N=Cc3c(C)[nH]n(-c4ccc(C)cc4)c3=O)cc2)s1	-0.7	-18.3	-4.0	7.4	9.3	-5.7	12.1	-4.6	13.7	-2.2	-3.5
24	CCOC(=O)CCCCCC(=O)Nc1ccc2c(c1)C(=O)N([C@@H](C)CO)C[C@H](C)[C@H](CN(C)C(=O)NC(C)C)OCCCC[C@H](C)O2	-1.0	0.2	-11.9	0.8	13.6	18.7	-5.1	-11.6	5.3	10.6	-11.5
25	CC(=O)c1cccc(N(C(=O)c2ccccn2)C(C(=O)NC2CCCCC2)c2cccs2)c1 (stereo not drawn)	13.4	-13.3	-19.1	-12.0	0.7	-17.6	11.7	-12.7	2.0	-5.8	-13.5
26	CC1CCCN(c2nc3ccccc3nc2C(C#N)S(=O)(=O)c2ccccc2)C1 (stereo not drawn)	4.2	47.9	-15.2	9.2	-14.3	7.1	1.5	-38.9	-20.3	-14.0	-19.1
27	COC(=O)CC(NC(=O)Nc1ccc(C)cc1)c1cccc([N+](=O)[O-])c1 (stereo not drawn)	-19.8	-0.5	-0.9	0.5	4.3	11.2	-11.3	-26.2	4.9	3.8	-3.6
28	Cc1ccc(OCC(=O)Nc2cccc(S(=O)(=O)N3CCCC3)c2)cc1C	-1.8	22.3	-3.1	5.1	0.4	-11.4	-5.0	4.9	-9.9	-6.1	-5.1
29	COc1ccc(Cn2nnnc2C(C(C)C)N(Cc2ccco2)Cc2cccs2)cc1 (stereo not drawn)	39.4	-0.2	3.6	-3.6	79.7*	9.4	3.6	·	0.6	8.3	5.5
30	O=C(CCCOc1ccc(Cl)cc1)Nc1cccc(C(=O)O)c1	7.8	-1.4	9.2	-0.9	3.5	-5.1	1.5	-12.9	-2.8	-7.8	-6.3
31	Cc1ccc(-c2nc(Cl)nc3ccccc23)cc1	2.2	28.1	-0.5	2.1	-0.1	16.8	-2.5	1.7	-1.3	11.4	-12.0
32	CCc1ccc([C@@H]2CC(=O)[C@@H]3CN(S(=O)(=O)c4ccc(C)cc4)[C@H](c4ccc(Cl)cc4)C[C@@H]3N2S(=O)(=O)c2ccc(C)cc2)cc1	16.7	16.7	-2.7	·	-18.3	-1.6	5.4	-23.5	-3.8	23.7	-0.4
33	Cc1ccc(SCC(=O)Nc2ccc(N3CCOCC3)cc2)cc1	-11.9	-0.3	21.0	-16.6	0.4	6.4	-1.9	-9.3	-16.5	2.3	40.1
34	c1cncc(Nc2nc(-c3ccncc3)cs2)c1	1.3	20.3	-8.6	3.4	-3.4	-8.1	-3.9	16.6	-14.0	24.8	33.6
35	Cc1nnc(SCc2cc([N+](=O)[O-])cc3c2OCOC3)[nH]c1=O	17.1	1.5	-28.1	-12.7	-2.2	12.3	-11.4	3.4	23.2	13.3	3.3
36	CC1=C(C(=O)c2ccccc2)C(c2ccc(OC(F)F)cc2)NC(=S)N1 (stereo not drawn)	-0.2	-0.4	-12.6	-0.5	-10.3	-0.9	-20.2	-8.3	6.8	6.4	-1.8
37	CN(CC(=O)Nc1ccc(F)c(F)c1F)C(=O)c1ccc(N2CCCC2=O)cc1	-22.7	-11.0	-6.7	-14.6	-19.5	-9.9	-7.2	-12.8	10.6	1.6	-7.3
38	CC(OC(=O)CC1CCCC1)C(=O)Nc1ccc(S(N)(=O)=O)cc1 (stereo not drawn)	-11.1	-11.1	-9.2	-3.7	-2.8	0.5	2.5	-7.1	16.1	14.9	-5.6
39	CCOc1cc(NC(=S)NCc2ccco2)c(OCC)cc1NC(=O)CC	2.5	2.5	6.2	5.5	-6.0	14.8	-2.8	-13.0	-4.2	3.5	5.5
40	Cc1ccccc1Cn1cc(NC(=O)c2nn(C)cc2Cl)cn1	-16.1	6.9	-4.0	-2.0	-8.1	3.8	-3.3	0.4	2.4	-62.7	-0.3
41	CC(=O)NCCNC(=O)c1ccc(-n2c(C)ccc2C)cc1	-14.8	4.1	-14.4	-103.9	4.0	-3.9	1.7	-3.8	4.8	6.9	-5.2
42	CCn1nc(C)c(/C=N/NC(=S)Nc2ccc(Cl)cc2Cl)c1C	-0.7	22.5	-15.4	17.9	1.8	-27.2	-16.6	31.5	-19.0	-16.7	-44.3
43	Oc1ccccc1N1CCN(C(=S)NCc2ccccc2)CC1	13.0	-7.7	-1.3	1.0	-9.5	-0.7	20.1	-38.2	-9.1	-19.2	-10.9
44	Cc1nc(C)c(C(=O)NNS(=O)(=O)c2ccc3ccccc3c2)s1	66.6	5.5	2.1	8.5	18.3	36.6	18.5	22.8	-5.6	14.1	2.3
45	CCC1(C)Cc2ccccc2-c2nc3n(c(=O)c21)CCCCC3 (stereo not drawn)	8.2	-0.4	-17.2	7.1	-3.8	6.4	8.3	15.4	-2.8	-10.5	6.5

Shown with one line to a screen: 2 of the compounds above
45: CCC1(C)Cc2ccccc2-c2nc3n(c(=O)c21)CCCCC3 (stereo not drawn)
34: c1cncc(Nc2nc(-c3ccncc3)cs2)c1

Compound	45	34
Shn3 3UTR inh	8.2	1.3
CF NFkB inh	-0.4	20.3
SRC1 inh	-17.2	-8.6
LMP1 NFkB inh	7.1	3.4
TWEAK-Fn14 inh	-3.8	-3.4
COUP-TFII inh	6.4	-8.1
TRAIL sens C8	8.3	-3.9
TROY NFkB inh	15.4	16.6
KKLEB cytotox	-2.8	-14.0
SRC3 inh	-10.5	24.8
LRH-1 inv ag	6.5	33.6

(listing goes on)
cpd	SMILES	Shn3 3UTR inh	CF NFkB inh	SRC1 inh	LMP1 NFkB inh	TWEAK-Fn14 inh	COUP-TFII inh	TRAIL sens C8	TROY NFkB inh	KKLEB cytotox	SRC3 inh	LRH-1 inv ag
46	Cc1ccc(C)c(NC(=O)Cc2nc(CCl)cs2)c1	-9.0	22.5	-34.9	-6.4	15.4	16.0	-13.8	12.1	-3.2	8.5	6.3
47	O=C(N[C@@H](Cc1c[nH]c2ccccc12)C(=O)O)C1CCN(S(=O)(=O)c2ccc(Cl)cc2)CC1	9.8	-22.4	11.0	4.5	21.4	-0.8	-3.9	-14.5	13.3	2.4	19.4
48	Cc1ccc(Nc2ccccc2N)cc1	26.3	10.5	-28.1	18.2	38.4	-12.3	16.4	0.6	-13.4	-4.3	-4.5
49	CCN(Cc1ccccc1)C(=O)CN1C(=O)COc2ccc(S(=O)(=O)N3CCCCCC3)cc21	1.4	-7.2	9.6	-6.8	4.2	22.4	-17.7	1.1	-2.5	18.6	0.9
50	CC(C)N(C(=O)[C@H]1C[C@H](CC(=O)NCCN2CCOCC2)C(=O)N2CCc3c([nH]c4cc(-c5ccco5)ccc34)[C@]12C)C(C)C	-21.0	-7.3	-11.2	3.4	12.5	9.1	-8.1	3.7	11.3	0.0	2.4
51	OCCNc1nc(NCc2ccccc2)c2ccccc2n1	32.2	12.9	9.4	-9.9	-11.0	7.8	17.9	-2.4	-12.4	6.4	4.2
52	CC(=O)c1c(NCCc2ccccc2)cc(C)oc1=O	-0.3	12.4	13.4	-0.3	16.4	-9.9	3.2	-10.3	-8.6	10.9	10.0

Screens (PubChem BioAssay)
